Source: PubChem BioAssay (Sanford-Burnham Center for Chemical Genomics)
EphA4 KYL inhibition: inhibitors of EphA4 binding to KYL peptide, primary screen, biochemical, colorimetric, mouse EphA4 (AID 689); EphA4-AP binding to KYL peptide, pNPP A405; higher % means a stronger effect; inhibition, % at 10 µM, or IC50 in µM where a hit was titrated; 62,000 tested, 0.1% active; in the data active = a potency from the dose series; inactive = the rest, 99 in 100 with inhibition below about 22%
Active calls of the source: *. These rows are one share of the data, so the mix of outcomes need not match the whole.

no.	structure	EphA4 KYL inhibition
1	Cc1ccc(SCCNC(=O)c2ccc(C)c(S(=O)(=O)Nc3cccc(C)c3)c2)cc1	-11%
2	CCc1cc2cc3c(cc2nc1SCC(=O)Nc1nccs1)OCO3	-14%
3	N#CC1CC(c2ccccc2)=NN1c1ccccc1 (stereo not drawn)	3%
4	Cc1ccc(C(=O)Nc2ncc3c(n2)CC(c2ccco2)CC3=O)cc1 (stereo not drawn)	-5%
5	COc1ccc(NC(=O)c2ccc(C)cc2Cl)c([N+](=O)[O-])c1	-10%
6	COc1ccccc1N(CC(=O)Nc1ccccc1C(=O)NC(C)C)S(C)(=O)=O	-1%
7	O=S(=O)(NCc1ccc(Cl)cc1)c1ccc(Cl)nc1	-4%
8	Cc1c(OCC(F)(F)F)ccnc1CSc1nc2ccccc2[nH]1	-8%
9	O=C(Nc1ccc(Cl)cc1-c1nc2ccccc2s1)c1ccco1	-10%
10	O=C1NC(=Nc2cccc(Cl)c2)SC1Cc1cccc(Cl)c1Cl (stereo not drawn)	-9%
11	CNC(=O)c1sc(N2N=C3/C(=C/c4ccccc4)CCCC3C2c2ccccc2)nc1C (stereo not drawn)	3%
12	CSc1snc(SCC(N)=O)c1C#N	-10%
13	CC1(C)Cc2nc(NCCCO)c(C#N)cc2CO1	-2%
14	COc1cc(OC)cc(C(=O)Nc2ccc(OC)c3ccccc23)c1	8%
15	COC(=O)Cn1c(=O)c2c(nc(Br)n2Cc2ccccc2Cl)n(C)c1=O	-22%
16	CC(C)C(=O)Nc1ccccc1C(=O)Nc1ccc(C(=O)O)cc1	-7%
17	CC(C)NC(=O)Cn1nnc(-c2cccc(NC(=O)c3ccccc3F)c2)n1	-8%
18	CCOc1ccc(N(CC(=O)Nc2cccc(Cl)c2)S(=O)(=O)c2c(C)noc2C)cc1	-3%
19	O=C(CN1CCN(c2ccccc2)CC1)N1CCc2[nH]c3ccccc3c2C1	0%
20	Cc1cc(C)n2cc(CSc3nnnn3-c3ccccc3)nc2n1	14%

An excerpt from above in order of their number in EphA4 KYL inhibition, rising:
no.	structure	EphA4 KYL inhibition
15	COC(=O)Cn1c(=O)c2c(nc(Br)n2Cc2ccccc2Cl)n(C)c1=O	-22%
2	CCc1cc2cc3c(cc2nc1SCC(=O)Nc1nccs1)OCO3	-14%
5	COc1ccc(NC(=O)c2ccc(C)cc2Cl)c([N+](=O)[O-])c1	-10%
10	O=C1NC(=Nc2cccc(Cl)c2)SC1Cc1cccc(Cl)c1Cl (stereo not drawn)	-9%
3	N#CC1CC(c2ccccc2)=NN1c1ccccc1 (stereo not drawn)	3%

Additional structures.
no.	structure	EphA4 KYL inhibition
21	Cn1c(SCC(=O)Nc2cc(=O)n(C)c(=O)n2C)nnc1C12CC3CC(CC(C3)C1)C2	4%
22	Cc1ccc2[nH]c3c(N4CCc5ccccc5C4)ncnc3c2c1	-9%
23	COc1ccccc1C1C(C(=O)c2cc3ccccc3o2)=C(O)C(=O)N1CCN1CCOCC1 (stereo not drawn)	-8%
24	CCSc1nnc(NC(=O)C(Cc2ccccc2)n2cccc2)s1 (stereo not drawn)	2%
25	CC1CCc2nn(CC(=O)NCCCN3CCCC3=O)cc2C1 (stereo not drawn)	-12%
26	CCn1c(SCC(=O)c2cccs2)nnc1-c1cccs1	6%
27	CCOc1cccc(-c2nnc(NC(=O)c3ccccc3F)s2)c1	-21%
28	CN1CCN(C(=O)C2CC(=O)N(c3ccc(F)c(Cl)c3)C2)CC1 (stereo not drawn)	-1%
29	COc1ccccc1C(=O)Nc1ccc2c(c1)nc1n2CCSC1	-26%
30	O=C(CSc1ccc2nnc(-c3ccncc3)n2n1)NCc1ccco1	-19%
31	CCC(C)NC(=O)c1ccc(CS(=O)(=O)c2ccc(OC)cc2)o1 (stereo not drawn)	-1%
32	CCOc1ccccc1NC(=O)C1CCN(S(=O)(=O)c2ccc(OC)c(OC)c2)CC1	15%
33	O=C(c1cc2ccccc2c(=O)o1)N1CCc2ccccc2C1	-2%
34	Cc1ccc(S(=O)(=O)NCCN2CCOCC2)cc1	-8%
35	COc1cc(/C=N/N2CCN(Cc3cccc4ccccc34)CC2)cc(OC)c1O	-5%
36	Cc1cccc(N2CCN(C(=O)COc3cc(=O)n(C)c4ccccc34)CC2)c1C	-10%
37	CCn1c2ccccc2c2nnc(SCC(=O)NCCOC)nc21	-1%
38	CCN1CCN(c2nc3ccccc3nc2C(C#N)S(=O)(=O)c2ccc(C)cc2)CC1 (stereo not drawn)	-4%
39	CCOC(=O)c1sc(C)c2c1NC(C)(c1ccccc1)NC2=O (stereo not drawn)	-14%
40	O=c1cnc2ccccc2n1CC1CCCCC1	-8%

6 entries already listed, sorted by molar mass, low to high.
no.	structure	EphA4 KYL inhibition
22	Cc1ccc2[nH]c3c(N4CCc5ccccc5C4)ncnc3c2c1	-9%
39	CCOC(=O)c1sc(C)c2c1NC(C)(c1ccccc1)NC2=O (stereo not drawn)	-14%
37	CCn1c2ccccc2c2nnc(SCC(=O)NCCOC)nc21	-1%
24	CCSc1nnc(NC(=O)C(Cc2ccccc2)n2cccc2)s1 (stereo not drawn)	2%
32	CCOc1ccccc1NC(=O)C1CCN(S(=O)(=O)c2ccc(OC)c(OC)c2)CC1	15%
23	COc1ccccc1C1C(C(=O)c2cc3ccccc3o2)=C(O)C(=O)N1CCN1CCOCC1 (stereo not drawn)	-8%

The list continues.
no.	structure	EphA4 KYL inhibition
41	O=C(Nc1nnc(C2CC2)s1)c1cc2c(s1)CCCCCC2	4%
42	O=C(C1CCCN(S(=O)(=O)c2cccc3cccnc23)C1)N1CCc2ccccc21 (stereo not drawn)	-36%
43	Cc1ccc2c(n1)sc1c(N)ncnc12	-29%
44	O=C(CCCc1c[nH]c2ccccc12)N1CCOCC1	-2%
45	Clc1ccc(OCCSc2ncccn2)c2ccccc12	8%
46	CCN(CC)CCOC(=O)C12CC3CC(CC(C3)C1)C2	3%
47	Cc1ccc(-c2nnn(CCC(=O)Nc3ccc4c(c3)OCO4)n2)cc1	-12%
48	O=c1c2ccccc2c(-c2ccccc2)nn1-c1ccc(Cl)c(Cl)c1	6%
49	Cc1ccc(-c2nnc(-c3ccc(NC(=O)c4cccs4)cc3)o2)cc1	-3%
50	CCc1ccc(Cn2nnc(C(=O)Nc3cccc(C)c3)c2N)cc1	-5%
51	COC(=O)c1sccc1-n1cccc1C(=O)NCc1ccccc1	-2%
52	O=C(Nc1nc2ccccc2[nH]1)c1ccccc1F	2%
53	CCSc1nc(C(F)(F)F)cc(=O)n1-c1ccccc1	-7%
54	Cc1nc2ncnn2c(C)c1CCC(=O)NCc1ccco1	-12%
55	COc1ccc(C(=O)Oc2ccc(/C=N/O)cc2)cc1	-8%
56	CN1CCc2nc(SCc3ccc(C(C)(C)C)cc3)c(C#N)cc2C1	-9%
57	CN(CC(=O)NCc1cccnc1)S(=O)(=O)c1ccc2c(c1)c(=O)n(C)c(=O)n2C	-9%
58	COc1cccc2cc(C(C)N(CCCN3CCOCC3)C(=O)Nc3ccc(Cl)cc3)oc12 (stereo not drawn)	-1%
59	Cc1ccc(-n2nnc3c(=O)n(CC(=O)N4CCCC4)cnc32)cc1	-10%
60	COc1ccc(S(=O)(=O)NCC(=O)N(CC(=O)NCC2CCCO2)c2c(C)cccc2C)cc1 (stereo not drawn)	-14%

Look-ups from the entries so far.
entry 52 in EphA4 KYL inhibition = 2%
entry 44 in EphA4 KYL inhibition = -2%
entry 41 in EphA4 KYL inhibition = 4%

(more compounds)
no.	structure	EphA4 KYL inhibition
61	CCC(C)NC(=O)CN(C)S(=O)(=O)c1ccc2c(c1)c(=O)n(C)c(=O)n2C (stereo not drawn)	-7%
62	O=C(Cn1cccc1C(=O)c1ccccc1)NCc1ccco1	-5%
63	Cc1ccccc1Cn1cc(NC(=O)c2cc(-c3cccs3)on2)cn1	-8%
64	COc1ccc(-c2nc(N)ncc2-c2csc(C)n2)c(O)c1	-3%
65	Brc1cccc(C2CC(c3ccccc3)n3nnnc3N2)c1 (stereo not drawn)	-9%
66	CC(=O)Nc1sc(C)c(C)c1C(=O)Nc1ccc(C)cc1	-10%
67	COc1ccc(-c2nnc(-c3ccc(OCC(C)C)cc3)o2)cc1	-19%
68	Cc1cc(C)nc(Nc2nc3ccccc3[nH]2)n1	-8%
69	CCC(=O)N1C(C(=O)NCc2ccc(OC)cc2)CSC1c1ccc(OC)cc1 (stereo not drawn)	-7%
70	CCOc1ccc(-c2nnn(CC(=O)N3CCN(c4ccc(OC)cc4)CC3)n2)cc1OCC	-4%
71	Cc1cc(NC(=O)CSc2ncnc3ccccc23)no1	-17%
72	COc1ccc(C2=C(Nc3ccccc3)c3ccccc3C2=O)cc1	-4%
73	CCOC(=O)N1CCN(C2CC(=O)N(c3ccccc3)C2=O)CC1 (stereo not drawn)	6%
74	Cc1ccc(Cl)cc1N1CCN(S(=O)(=O)c2ccc3c(c2)oc(=O)n3C)CC1	-4%
75	Cc1noc(C)c1COc1cccc(C(=O)NCc2ccccc2Cl)c1	-9%
76	CC1C(=NO)C(C)C(c2ccc(N(C)C)cc2)NC1c1ccc(N(C)C)cc1 (stereo not drawn)	5%
77	O=C1CC(Cc2ccccc2)C(=O)N1Cc1ccco1 (stereo not drawn)	6%
78	COc1ccc(C(C(=O)NC2CCCCC2)N2CCC3(CC2)OCCO3)cc1 (stereo not drawn)	-19%
79	Cc1c(NC(=O)COc2ccc3ccccc3c2)cccc1[N+](=O)[O-]	-5%
80	COc1ccc(C2(C(=O)N3CCOCC3)CCOCC2)cc1OC	-6%
81	Cc1ccc(C(=O)COc2nc(C)cc(C)c2C#N)cc1	-10%
82	Cc1ccc(-c2nnc3n2N=C(c2ccccc2Br)CS3)cc1	-8%
83	COCCNC(=O)c1cn(Cc2c(F)cccc2Cl)nn1	-9%
84	CCNC(=S)NS(=O)(=O)c1ccc(CC)cc1	-2%
85	O=C(CSc1nc(-c2ccccc2)c(-c2ccccc2)[nH]1)NCCN1C(=O)CSC1=O	-13%
86	Cc1cccn2c(=O)c(/C=C3\SC(=S)NC3=O)c(NCCCn3ccnc3)nc12	5%
87	CCOP(=O)(c1ccccc1)C1(C#N)CCCC1 (stereo not drawn)	-2%
88	O=C(CCSc1nc(-c2ccc3c(c2)OCO3)cc(C(F)(F)F)n1)NCc1ccco1	-6%
89	COc1ccc(OC)c(-c2nnc(SCC(=O)N3CCOCC3)o2)c1	-8%
90	O=C(Cc1cccs1)N1CCN(c2cccc(Cl)c2)CC1	11%
91	COc1ccc(NC(=O)C2c3cc(OC)c(OC)cc3C(=O)N(C)C2c2cccnc2)cc1OC (stereo not drawn)	-3%
92	Cc1csc(NC(=O)Nc2ccc(Cl)cc2)n1	4%
93	O=C1CCC(=O)N1CNc1cccnc1	1%
94	Cc1ccc(S(=O)(=O)NCCNc2ccc(Cl)cc2[N+](=O)[O-])cc1	-13%
95	Cc1cc(C)nc(/N=C/c2c(O)n(C)c(=O)n(C)c2=O)n1	9%
96	Cc1cc(Nc2nc3c(c(=O)n(C)c(=O)n3C)n2C)n(-c2ccc(Cl)cc2)n1	6%
97	CCNC(=O)CC1C(=O)N(c2ccc(OC)cc2)C(=O)N1Cc1ccc(OC)cc1 (stereo not drawn)	-3%
98	c1ccc(Nc2cccc(Nc3ccccc3)n2)cc1	-10%
99	CCN1C(=O)/C(=C/c2cccc(OC(=O)c3ccccc3I)c2)SC1=S	2%
100	Cn1c(=O)n(-c2ccccc2)c(=O)c2c3c(sc21)COC(C)(C)C3	-18%
101	COc1ccc(S(=O)(=O)N2CCC(C(=O)Nc3nnc(CCN4CCCCC4)s3)CC2)cc1	4%
102	Cn1c(C(C#N)/C(=N\S(=O)(=O)c2cccs2)c2ccccc2)nc2ccccc21 (stereo not drawn)	-9%
103	COC(=O)c1ccccc1NC(=O)c1c(Br)cnn1C	-13%
104	COc1cc(OC)c(NC(=O)CS(=O)(=O)Cc2nc(-c3ccc(C)cc3)oc2C)cc1Cl	4%
105	O=C(N/N=C/c1cccnc1)c1ccc([N+](=O)[O-])cc1Cl	4%
106	O=C(O)c1cc2c(o1)CCC/C2=N\O	-12%
107	O=C(OCCCC(=O)N1CCOCC1)c1ccccc1	-5%
108	O=C(Nc1ccccc1)O/N=C(\c1ccccc1)c1ccccn1	-2%
109	CCOc1cc(C2C3=C(CC(C)(C)CC3=O)OC3=C2C(=O)CC(C)(C)C3)cc(Br)c1O	-5%
110	CCCOc1ccc(N2C(=O)CC(N3CCC(C(=O)OCC)CC3)C2=O)cc1 (stereo not drawn)	-7%
111	COc1ccc(OCc2nc(N)nc(Nc3cccc(C)c3C)n2)cc1	6%
112	Cc1noc(C)c1COc1cccc(C(=O)Nc2ccc(OCc3ccccc3)cc2)c1	-2%
113	CCCOc1ccc(N2C(=O)CC(N(CCc3ccc(S(N)(=O)=O)cc3)C(C)=O)C2=O)cc1 (stereo not drawn)	-12%
114	Cc1cccc(NC(=O)CSc2nnc(-c3ccncc3)n2C)c1	-7%
115	O=C(/C=C/c1ccc2c(c1)OCO2)NCCSCc1ccc(Cl)cc1Cl	-4%
116	Cc1ccc(NCCNc2ccc(C)cc2)cc1	2%
117	CCOc1ccc(S(=O)(=O)N(CC(=O)O)c2ccccc2)cc1	0%
118	CC(=O)NC1CC2CCCC(C1)N2CC(=O)Nc1ccccc1 (stereo not drawn)	0%
119	O=C(NCc1cccnc1)c1cn(-c2ccccc2)nc1-c1cccs1	8%

2 records drawn at random from those above, as already listed:
no.	structure	EphA4 KYL inhibition
104	COc1cc(OC)c(NC(=O)CS(=O)(=O)Cc2nc(-c3ccc(C)cc3)oc2C)cc1Cl	4%
113	CCCOc1ccc(N2C(=O)CC(N(CCc3ccc(S(N)(=O)=O)cc3)C(C)=O)C2=O)cc1 (stereo not drawn)	-12%
